CHT block – human CHT choline transport inhibition. AID 488975. CHT-expressing cells, membrane potential dye, choline response; stronger effect = lower value. B-score at 10 µM. 310,000 compounds, 0.86% hits. Q9GZV3;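 active means B-score over 3 SD under the library average, and starting fluorescence ratio not unusually high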;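 further: choline stimulus applied at its EC90 after an EC20 pre-addition; B-score computed on integrated fluorescence ratio after choline addition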
Target sequence (Q9GZV3 whole entry, looked up): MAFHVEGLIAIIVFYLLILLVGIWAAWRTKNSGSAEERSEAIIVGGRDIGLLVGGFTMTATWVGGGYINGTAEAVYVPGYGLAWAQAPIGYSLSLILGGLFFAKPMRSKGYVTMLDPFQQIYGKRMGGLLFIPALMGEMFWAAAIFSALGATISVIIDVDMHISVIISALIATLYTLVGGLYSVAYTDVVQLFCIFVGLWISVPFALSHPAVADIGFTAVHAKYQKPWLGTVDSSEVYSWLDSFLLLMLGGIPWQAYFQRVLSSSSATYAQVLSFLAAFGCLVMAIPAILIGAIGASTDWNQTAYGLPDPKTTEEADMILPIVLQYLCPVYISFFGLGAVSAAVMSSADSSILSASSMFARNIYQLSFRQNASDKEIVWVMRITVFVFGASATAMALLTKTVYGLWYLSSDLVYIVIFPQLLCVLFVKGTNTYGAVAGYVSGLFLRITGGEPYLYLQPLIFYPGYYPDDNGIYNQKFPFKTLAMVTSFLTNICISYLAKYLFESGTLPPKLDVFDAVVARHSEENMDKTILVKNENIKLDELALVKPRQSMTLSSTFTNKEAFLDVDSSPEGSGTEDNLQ
STK33 kinase inh – blocks human STK33 kinase activity; Q9BYT3; purified STK33, MBP phosphorylation, ADP-Glo luminescence; inhibition, % at 10 µM; 320,000 compounds, 0.073% hits; AID 2661;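 active means inhibition at or above 25%, using the most active replicate where run in duplicate; inactive means inhibition below 25%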
Target sequence (Q9BYT3 whole entry, looked up): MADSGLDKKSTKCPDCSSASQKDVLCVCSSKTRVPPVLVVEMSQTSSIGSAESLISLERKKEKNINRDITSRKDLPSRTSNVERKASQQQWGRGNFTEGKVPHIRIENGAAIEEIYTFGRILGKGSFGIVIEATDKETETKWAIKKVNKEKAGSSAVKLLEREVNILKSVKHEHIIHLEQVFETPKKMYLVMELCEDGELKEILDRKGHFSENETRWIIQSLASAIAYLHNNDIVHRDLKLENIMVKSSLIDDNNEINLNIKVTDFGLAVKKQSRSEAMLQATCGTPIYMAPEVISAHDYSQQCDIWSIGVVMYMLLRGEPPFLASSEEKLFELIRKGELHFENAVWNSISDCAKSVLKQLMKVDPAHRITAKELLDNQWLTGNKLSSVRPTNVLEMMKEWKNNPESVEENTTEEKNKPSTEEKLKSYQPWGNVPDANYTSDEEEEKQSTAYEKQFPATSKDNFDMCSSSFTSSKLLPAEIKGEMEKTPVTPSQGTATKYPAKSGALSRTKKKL
CHT allo act – human CHT allosteric activation; CHT-expressing cells, membrane potential dye, choline EC20; stronger effect = higher value; LV-AA mutant CHT in HEK293 cells; B-score at 10 µM; 310,000 compounds, 0.49% hits;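 active means initial fluorescence not abnormally high and integrated response B-score, plate-corrected, over 3 SD above library mean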
* = called active by the depositor; i = inactive; . = not tested or not shown.

Results follow in this order: CHT block, STK33 kinase inh, CHT allo act
COc1ccc(NC(=O)CSc2nc(NS(=O)(=O)c3ccc(C)cc3)cc(=O)[nH]2)cc1
  i, -1.5, i
O=C(Nc1cccc(F)c1)c1cccnc1N1CCOCC1
  i, -0.1, i
O=C(O)c1ccccc1-c1ccccc1C(=O)Nc1ccccc1Br
  i, -1.2, i
COC(=O)CSc1nnc(-c2ccco2)o1
  i, -1.7, i
CC(C)OCC(O)CS(=O)Cc1ccccc1 (stereo not given)
  i, -5.5, i
Cc1cnc(C(=O)Nc2cccc(S(=O)(=O)N(C)C)c2)cn1
  i, 0.1, i
COCCCN(C(=O)CSCc1c(C)noc1C)c1c(N)n(Cc2ccccc2)c(=O)[nH]c1=O
  i, 1.0, i
O=C(CSc1nnc2ccc(-c3ccc(F)cc3)nn12)NCC1CCCO1 (stereo not given)
  i, -0.6, i
OCCSc1nc(-c2ccccc2)nc2ccc(F)cc12
  i, 0.6, i
C=CCn1c(-c2ccc(Cl)cc2)cnc1SC(C)C(=O)NC(N)=O (stereo not given)
  i, -0.8, i
COc1ccc(CC(=O)N2CCN(S(=O)(=O)c3cccs3)CC2)cc1OC
  i, -3.5, i
CCC(C)(C)C1CCC2(CC1)NC(=O)N(CC(=O)Nc1nc(-c3ccc(C)cc3)cs1)C2=O (stereo not given)
  i, -1.7, i
O=S(=O)(c1cnc[nH]1)N1CCN(c2ccc(Cl)cc2)CC1
  i, -0.5, i
Cc1cc(SCc2c(F)cccc2Cl)nc(=O)[nH]1
  i, -3.1, i
NC(=O)c1ccc(SCC(=O)OCC(=O)NCc2ccco2)c([N+](=O)[O-])c1
  i, 0.3, i
CCN(Cc1ccccc1)C(c1cc2cc(C)ccc2[nH]c1=O)c1nnnn1CCOC (stereo not given)
  i, 0.8, i
CC(C)C(=O)NNC(=O)CSc1nnc(-c2ccccc2)c(-c2ccccc2)n1
  i, -3.2, i
O=C(Cn1c(O)c(N=NC(=O)c2ccncc2)c2ccccc21)Nc1ccccc1
  i, -0.2, i
O=C(O)C1CCN(Cc2cnn(-c3ccccc3)c2-n2cccc2)CC1
  i, -0.6, i
CN(C)c1nc(N)nc(N(c2ccccc2)c2ccccc2)n1
  i, 0.6, i

Looked up above.
Reading for `CC(C)C(=O)NNC(=O)CSc1nnc(-c2ccccc2)c(-c2ccccc2)n1` under STK33 kinase inh: -3.2
Reading for `CCC(C)(C)C1CCC2(CC1)NC(=O)N(CC(=O)Nc1nc(-c3ccc(C)cc3)cs1)C2=O` (stereo not given) under STK33 kinase inh: -1.7

Next section.
Results follow in this order: CHT block, STK33 kinase inh, CHT allo act
Cc1ccc(NC(=O)NCCN2C(=O)C3C4C=CC(C4)C3C2=O)cc1 (stereo not given)
  i, -0.7, i
Cn1cc(S(=O)(=O)Nc2ccc(Br)cc2F)c(=O)n(C)c1=O
  i, 1.4, i
COC(=O)c1cc2c(C)[nH]c(C)c2cc(C(=O)OC)c1=O
  i, 0.5, i
CCOc1ccccc1N1CCN(S(=O)(=O)c2cc(C)ccc2OC)CC1
  i, -1.9, i
CCOc1cc(NC(=S)Nc2ccccc2)c(OCC)cc1NC(=O)c1ccccc1
  i, 1.0, i
Cn1cc(Br)c(C(=O)N/N=C/c2cccc(OC3CSC3)c2)n1
  i, -1.2, i
CC(C(=O)NCC1CCCCC1)N1CCN(S(=O)(=O)c2ccccc2F)CC1 (stereo not given)
  i, -1.5, i
O=C(CN1C(=O)CSc2ccc(S(=O)(=O)N3CCCCC3)cc21)NCc1ccccc1Cl
  i, -1.6, i
Cc1ccc(NC(=O)Cc2nnc(SCC(=O)Nc3nncs3)n2C)c(C)c1
  i, 0.9, i
CCOC(=O)CNc1nnc(SCC(=O)OCC)[nH]c1=O
  i, -2.2, i
COc1ccc(NC(=O)CN2CCN(c3ccccn3)CC2)cc1Cl
  i, -1.1, i
CC1(C(=O)N/N=C/c2ccc3c(c2)OCO3)CC1(Br)Br (stereo not given)
  i, 0.8, i
O=C(Cn1nc(C(=O)O)c2ccccc2c1=O)Nc1ccc(F)cc1
  i, -0.7, i
N=c1ccn(CC(=O)c2ccc(-c3ccccc3)cc2)cc1
  i, -0.7, i
COC(=O)c1c(C(=O)OC)c(-c2ccc(Cl)c(Cl)c2)n2c1CCC2
  i, -0.1, i
Cc1cc(C)c2cc(C)c(SCC(=O)NCc3ccco3)nc2c1
  i, -0.1, i
COc1ccccc1OCCNC(=O)Nc1ccc(Br)cc1
  i, -2.9, i
C=CCn1nnnc1SCC(=O)Nc1cccc(OC)c1
  i, -0.9, i
Cc1ccc(C(=O)NC(C)C2CC3CCC2C3)cc1 (stereo not given)
  i, -1.0, i
COc1ccccc1CNC(=O)/C=C/c1ccc(S(=O)(=O)N2CCOCC2)cc1
  i, -0.5, i
C=CCn1c(SCC(=O)Nc2cccc(C)c2)nnc1-c1cnccn1
  i, -0.6, i
S=c1[nH]nc(NCCCN2CCOCC2)s1
  i, -0.6, i
CC1=NNC(=O)C1C(c1ccccc1)C1C(=O)NN=C1C (stereo not given)
  i, 0.1, i
CC1CCCCN1C(=O)CCS(=O)(=O)Cc1ccccc1 (stereo not given)
  i, -0.7, i
CCN1CCN(Cc2ccc(NC(=O)c3ccc(C)c(NC(=O)c4c[nH]c5cc(C(F)(F)F)ccc5c4=O)c3)cc2C(F)(F)F)CC1
  i, -3.1, i
CN(C)/C=C/c1onc(-c2c(Cl)cccc2Cl)c1C#N
  i, -0.9, i
COc1ccc2cc(/C=N/NC(=O)CN(c3ccccc3)S(=O)(=O)c3ccccc3)c(Cl)nc2c1
  i, -0.9, i
CCCS(=O)(=O)N1CCC(C(=O)N2CCc3ccccc3C2)CC1
  i, -1.5, i
CCOc1cc(C(=O)O)ccc1OCCOc1ccccc1
  i, -2.2, i
COc1ccc(NS(=O)(=O)c2ccc(S(=O)(=O)N3CCCC3)cc2)cc1Cl
  i, -0.9, i
CC(=O)N1CCc2cc(S(=O)(=O)NCCC(=O)N3CCN(c4ccccn4)CC3)ccc21
  i, 0.7, i
CS(=O)(=O)Nc1ccc(C2=NN(S(C)(=O)=O)C(c3ccc4nccnc4c3)C2)cc1 (stereo not given)
  i, 2.3, i
O=C(Cc1ccccc1Cl)N1CCN(c2ncccn2)CC1
  i, -0.8, i
CCOC(=O)N1CCC(NC(=O)C2CCN(C(=O)c3cc4oc(C)cc4n3Cc3c(F)cccc3Cl)CC2)CC1
  i, 0.4, i
Cc1oc(-c2cccc(Cl)c2)nc1CN1CCC(C(=O)NCCCN2CCCC2=O)CC1
  i, 0.0, i
COc1ccc2c(c1)c1ncn(Cc3ccc(F)cc3)c(=O)c1n2C
  i, -0.4, i
COC(=O)c1ccccc1NC(=O)CCC(=O)N1CC(C)Oc2ccc(C)cc21 (stereo not given)
  i, -1.2, i
Clc1cccc(/C=N/Nc2nnc(Cl)c3ccccc23)c1
  i, 0.2, i
Cn1c(O)c(C2=c3ccccc3=NC2=O)[nH]c1=S
  i, -2.0, i
COC(C(=O)Nc1ccnn1C1CCN(Cc2cnn(C(C)C)c2)CC1)c1ccccc1 (stereo not given)
  i, -1.0, i

Reprinted from the part before: 6 entries, followed by the next part.
Results follow in this order: CHT block, STK33 kinase inh, CHT allo act
Cc1oc(-c2cccc(Cl)c2)nc1CN1CCC(C(=O)NCCCN2CCCC2=O)CC1
  i, 0.0, i
COc1ccc2c(c1)c1ncn(Cc3ccc(F)cc3)c(=O)c1n2C
  i, -0.4, i
COC(=O)c1ccccc1NC(=O)CCC(=O)N1CC(C)Oc2ccc(C)cc21 (stereo not given)
  i, -1.2, i
Clc1cccc(/C=N/Nc2nnc(Cl)c3ccccc23)c1
  i, 0.2, i
Cn1c(O)c(C2=c3ccccc3=NC2=O)[nH]c1=S
  i, -2.0, i
COC(C(=O)Nc1ccnn1C1CCN(Cc2cnn(C(C)C)c2)CC1)c1ccccc1 (stereo not given)
  i, -1.0, i
CCOc1ccc(N2CC(C(=O)Nc3ccc(S(=O)(=O)N4CCCC4)cc3)CC2=O)cc1 (stereo not given)
  i, -0.5, i
O=C(NC(=S)NNC(=O)c1ccco1)c1ccc(F)cc1
  i, 1.6, i
N/C(COc1cccc(C(F)(F)F)c1)=N\NC(=O)c1cccnc1Oc1ccccc1
  i, -1.5, i
Cc1ccc(CNS(=O)(=O)c2c(C)[nH]c(C)c2C(=O)N2CCCCC2)cc1
  i, 0.0, i
CC(C1CC1)N(Cc1ccccc1)C(=O)NC(=O)c1cccc(F)c1 (stereo not given)
  i, -2.0, i
O=C(Nc1cccc(F)c1)C1CCN(c2nnnn2-c2ccccc2)CC1
  i, -0.7, i
CCOC(=O)CSc1nc(C)c(CC)c(C)c1C(N)=O
  i, 1.1, i
Cc1cc(C)n2cc(CSc3nc4ccccc4[nH]3)nc2n1
  i, -2.2, i
COc1ccc(C2CC(c3ccc(Br)cc3)=NN2C(=S)Nc2ccccc2)cc1 (stereo not given)
  i, 7.2, i
O=C(CNC(=O)c1cccs1)OCC(=O)c1ccc2ccccc2c1
  i, 0.1, i
Cc1ccc(C(=O)NCCCC(=O)O)o1
  i, -3.8, i
Cc1onc(-c2ccccc2Cl)c1C(=O)NCCN1Cc2ccccc2C1=O
  i, -0.9, i
COc1cc(NC(=O)c2ccc3c(c2)OCO3)ccc1NC(=O)c1ccco1
  i, -0.1, i
O=C(CSc1n[nH]c(-c2cccnc2)n1)OC1CCCCC1
  i, -0.8, i
CC(=O)Nc1ccc(OS(=O)(=O)c2ccc(C(C)(C)C)cc2)cc1
  i, -0.2, i
O=C(OCCCOC(=O)c1ccc(O)cc1)c1ccc(O)cc1
  i, -1.2, i
Cc1ccc(NC(=O)CN2C(=O)c3ccccc3C2=O)cc1
  i, -1.5, i
COc1cc(NC(=O)c2ccco2)c(OC)cc1NC(=O)Nc1ccc(Cl)cc1
  i, 0.1, i
CCOc1ccc(C(=S)N2CCCC2)c(OCC)c1
  i, -0.6, i
COc1ccc(S(=O)(=O)N2CCCCCC2)cc1C(=O)Nc1ccc(C)cn1
  i, -1.6, i
C[C@H](NC(=O)CCC1CCC(=O)N1)c1ccccc1 (stereo not given in full)
  i, 0.6, i
O=C(c1ccccc1)c1ccccc1C(=O)N1CCCC1
  i, -0.8, i
CCCn1c(=O)c(C(=O)NC(C)c2ccccc2)c(O)c2ccccc21 (stereo not given)
  i, -0.3, i
Cc1cc(C)cc(N(CCC#N)C(=O)COC(=O)CNC(=O)c2sc3ccccc3c2Cl)c1
  i, -1.3, i
COc1ccc2sc3ccccc3c(=O)c2c1
  i, 21.2, i
Cc1c(O)c2cccnc2[nH]c1=O
  i, -0.6, i
O=C(COC(=O)CNC(=O)c1ccccc1)Nc1nc(-c2ccccc2)cs1
  i, ., i
C/C(CC(=O)Nc1cc(Cl)ccc1C)=N\NC(=O)C(=O)N1CCCC1
  i, -0.4, i
COC(=O)c1cccc(NC(=O)Nc2ccc(Cl)cc2)c1
  i, -1.2, i
O=C(Cn1ccccc1=O)c1ccc(Cl)cc1
  i, -1.6, i
ClC1(Cl)CC1CSc1nnc(-c2ccncc2)o1 (stereo not given)
  i, 1.7, i
COCCN(C(=S)Nc1ccc(OC)cc1)C1CCN(C(C)=O)CC1
  i, 1.1, i
O=C(OCC1OC2OC3(CCCCC3)OC2C2OC3(CCCCC3)OC12)c1ccccc1 (stereo not given)
  i, -0.6, i
COC(=O)c1ccc(C(=O)OC)c(NS(=O)(=O)c2ccc(NC(C)=O)cc2)c1
  i, -1.0, i
Cc1[nH][nH]c(=O)c1C(c1cc([N+](=O)[O-])ccc1O)c1c(C)[nH][nH]c1=O
  i, 0.6, i
Cc1cc(Nc2cccc(Cl)c2Cl)n2ncnc2n1
  i, -0.4, i
Cn1nc(C(=O)NCCc2ccc(S(N)(=O)=O)cc2)c2ccccc2c1=O
  i, 0.1, i
COc1ccc2nc(N3C(=O)C(O)=C(C(=O)c4ccco4)C3c3ccccc3OC)sc2c1 (stereo not given)
  i, -0.6, i
O=C(COC(=O)c1cncc(Br)c1)NC1CCCCC1
  i, -0.3, i
CC(C)c1c(C(=O)N/N=C/c2ccoc2)nnn1-c1nonc1N
  i, -1.2, i
COc1ccccc1C(=O)NCC(c1ccco1)N1CCc2ccccc21 (stereo not given)
  i, 7.9, i
O=C1/C(=C/c2ccncc2)SC(=S)N1Cc1ccccc1
  i, -0.2, i
CS(=O)(=O)c1nc2ccccc2n1Cc1ccccc1
  i, -0.1, i
c1ccc(-n2nnnc2NC2CCCCCC2)cc1
  i, -1.6, i
Cc1nn(C)c(C(=O)Nc2ccc(Cn3cccn3)cc2)c1[N+](=O)[O-]
  i, 0.7, i
O=S(=O)(Cc1ccccc1)Cc1cnc(Cl)s1
  i, -4.3, i
Cc1ccc(S(=O)(=O)NNC(=O)c2ccncc2)cc1
  i, -2.8, i
CCN(CC)S(=O)(=O)c1ccc(C(=O)NNC(=O)c2csc(N3CCOCC3)n2)cc1
  i, -0.5, i
COC(=O)c1ccccc1NC(=O)Nc1cc(C)ccn1
  i, -2.1, i
CCN1CCN(C(=S)Nc2ccc(Cl)c(Cl)c2)CC1
  i, 0.2, i

(more compounds)
Results follow in this order: CHT block, STK33 kinase inh, CHT allo act
COc1ccc(NC(=O)COC(=O)c2ccc(OCc3ccc(Cl)cc3Cl)c(OC)c2)c(OC)c1
  i, -1.3, i
O=C(c1ccco1)N1CCN(S(=O)(=O)c2ccc(Cl)cc2)CC1
  i, -0.5, i
Cc1ccc(C(=O)OCC(=O)NC2CCCC2)cc1
  i, -0.8, i
CN1CCCc2cc(C#N)c(=O)[nH]c21
  i, -0.7, i
COc1ccc(N(CC(=O)NCc2ccc(C)cc2)S(=O)(=O)c2c(C)nn(C)c2C)cc1
  i, -0.2, i

Screening results: PubChem BioAssay, several laboratories
